# Source: PubChem
# K1F lysis inhibition = inhibition of K1F phage lysis, E. coli UTI89, bacterial capsule biogenesis inhibitors, alamar blue (AID 488966). E. coli UTI89 K1F phage lysis, alamar blue, 2 h; higher % means a stronger effect. inhibition, % at 100 µM, or IC50 in µM where a hit was titrated. hit rate 0.02% among 340,000;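 active = phage lysis inhibition, versus mean bacterial control, above a set limit; inconclusive = no clear call, values can overlap the other calls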;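 also: capsule biogenesis inhibitors block K1F phage lysis so surviving cells raise fluorescence; higher fluorescence means more inhibition of phage lysis; actives were called in the ten point dose series up to 300 µM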
# GPR55 antagonists = GPR55 antagonists blocking LPI-driven arrestin recruitment, primary screen, imaging, U2OS, beta-arrestin-GFP, LPI agonist (AID 2013) | G-protein coupled receptor 55 (Homo sapiens) | U2OS GPR55 beta-arrestin-GFP translocation imaging, LPI antagonism; higher % means a stronger effect | inhibition, % at 10 µM; hits with a dose series show IC50 in µM | hit rate 0.13% among 290,000;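 active = spots per cell inhibited over 60%, with over 100 cells counted and total cytoplasm intensity under 500,000; inconclusive = wells with under 100 cells, flagged as likely toxic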;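 also: U2OS cells stably carrying GPR55 and arrestin-GFP stimulated by 5 µM LPI near EC80; imaged beta-arrestin-GFP aggregate spots per cell after agonist stimulation; plate controls were LPI-stimulated DMSO wells for no effect and DMSO wells without LPI for full effect; some results filed as inactive read as strong as hits; confirmed hits need IC50 under 10 µM and bright autofluorescent wells are also inconclusive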
# NS5 inhibitors = Dengue-2 NS5 methyltransferase inhibitors, primary screen, biochemical, confirmation dose response (AID 588689). Dengue-2 NS5 methyltransferase capping enzyme assay, biochemical; higher % means a stronger effect. one-dose inhibition, % at 25 µM; IC50 in µM for titrated hits. hit rate 0.3% among 340,000; in the data active = a potency from the dose series; inconclusive = inhibition above about 29% without an active follow-up result
# MgcRacGAP inhibition = MgcRacGAP GTPase-activating activity inhibitors, confirmation, biochemical, ADP Hunter fluorescence; inhibition, % at 30 µM, or IC50 in µM where a hit was titrated; hit rate 0.6% among 340,000; Rac GTPase-activating protein 1 (Homo sapiens); MgcRacGAP-stimulated Rac1 GTP hydrolysis, ADP Hunter fluorescence; higher % means a stronger effect; GST-tagged Rac1 F28L mutant substrate;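 active = first-screen hits whose inhibition reached a set limit at any dose in the follow-up dose series; inconclusive = inhibition above the set first-screen limit but never retested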;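 also: fluorescence reports GDP produced by GAP-driven GTP hydrolysis; strong numbers were not always called active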
# HIV peptide binding = inhibitors of HIV fusion peptide binding, primary screen, biochemical, uHTS, fluorescence dequenching (AID 1986). cell-free peptide binding, fluorescence dequenching, 30 min; higher % means a stronger effect. inhibition, % at 20 µM; hits with a dose series show IC50 in µM. hit rate 0.3% among 290,000; in the data active = inhibition mostly above about 52%, no sharp cut-off; inactive = mostly below about 76%; also: some results filed as inactive read as strong as hits
# Salmonella PhoP GFP = inhibitors of PhoP regulon expression, primary screen, Salmonella Typhimurium, GFP reporter (AID 1863); S. Typhimurium PhoP-regulated promoter GFP reporter, 4 h; higher % means a stronger effect; inhibition, % at 50 µM; hits with a dose series show IC50 in µM; hit rate 0.16% among 300,000;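 active = inhibition over 29.93%, a cutoff 3 SD above the screen mean, later confirmed by dose response; inconclusive = inhibition over 29.93% but no dose response follow-up; inactive = inhibition at most 29.93% or unconfirmed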;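 also: 0% = low Mg2+ inducing control and 100% = high Mg2+ repressing control; strong numbers were not always called active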
# Large T inhibition = SV40 large T antigen inhibitors, biochemical (AID 1903) | inhibition, % at 20 µM; hits with a dose series show IC50 in µM | SV40 large T antigen ATPase/helicase inhibition assay; higher % means a stronger effect | hit rate 0.39% among 310,000; in the data active = a potency from the dose series; inconclusive = inhibition mostly from about 32% at the one dose, without a potency; inactive = the rest, 99 in 100 with inhibition below about 32%; also: strong numbers were not always called active
# GPR35 antagonists = GPR35 antagonists blocking zaprinast-driven arrestin recruitment, primary screen, imaging, U2OS, beta-arrestin-GFP, zaprinast agonist (AID 2058); G-protein coupled receptor 35 (Homo sapiens); U2OS GPR35 beta-arrestin-GFP translocation imaging, zaprinast antagonism; higher % means a stronger effect; inhibition, % at 10 µM; hits with a dose series show IC50 in µM; hit rate 0.052% among 290,000;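 active = inhibition of at least 50% with at least 30 cells and total cytoplasm GFP at most 10,000,000; inconclusive = under 30 cells or total GFP of 10,000,000 plus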
# RSV antiviral HEp-2 = RSV antiviral activity via CPE protection, HEp-2 cells, primary 10 µM value included (AID 2391) | HEp-2 cells, RSV-induced CPE inhibition; higher % means a stronger effect | CPE inhibition, % at 10 µM, or IC50 in µM where a hit was titrated | hit rate 0.13% among 310,000; in the data active = a potency from the dose series; inconclusive = CPE inhibition mostly from about 23% at the one dose, without a potency; inactive = the rest, 99 in 100 with CPE inhibition below about 21%; also: strong numbers were not always called active
# NS5 inhibitors pilot replicate = further read-out of NS5 inhibitors, marked with its call; inhibition, %; measured here: pilot screen replicate inhibition
# An asterisk follows results filed as active; u = inconclusive; x = no result given; [ ] = remark or other dose. The order is random. About 1.5% of those tested had a hit in this group.
SMILES,K1F lysis inhibition,GPR55 antagonists,NS5 inhibitors,MgcRacGAP inhibition,HIV peptide binding,Salmonella PhoP GFP,Large T inhibition,GPR35 antagonists,RSV antiviral HEp-2,others
CCOCCCNCc1ccc(OCc2ccc(F)cc2)c(OC)c1,-0.2%,-7%,-5%,-7%,-1.5%,-4%,10%,19%,-3.0%,
CC(=O)c1ccc(NC(=O)C(C)Sc2nnc(C3CC3)n2C2CC2)cc1 (centres undefined),0.8%[50 µM],x,-4%,4%,x,x,x,x,2.3%,
NC(=Nc1ccc(N)cc1)C(N)=Nc1ccc(N)cc1,0.9%,5%,0%,u,-0.7%,8%,u,7%,0.1%,
Cc1[nH]c(=O)c(C#N)c(C)c1[N+](=O)[O-],0.0%,-10%,-3%,8%,-0.3%,-8%,13%,-3%,0.8%,
O=C(CCNC(=O)c1ccc([N+](=O)[O-])cc1)Nc1cccc(S(=O)(=O)N2CCOCC2)c1,0.4%[50 µM],x,1%,0%,x,x,x,x,0.2%,
COc1cccc(NC(=O)CS(=O)(=O)Cc2nc(-c3ccc(C)cc3)oc2C)c1,0.3%,-17%,0%,0%,1.6%,-3%,12%,2%,2.5%,
N#Cc1nc(COc2ccc(Cl)cc2)oc1N1CCCC1,4.1%,4%,5%,-2%,-1.7%,10%,3%,-10%,-0.2%,
COC(=O)Cn1cnc2c(nnn2-c2ccc(C)cc2)c1=O,2.0%,-14%,-3%,5%,-3.5%,6%,13%,31%,0.4%,
CCCCOC(=O)Nc1ccc(C(=O)OCCC)cc1,0.9%,2%,5%,5%,4.3%,7%,2%,-8%,2.4%,NS5 inhibitors pilot replicate=-2.7
N#CCSc1nnc(-c2ccc3c(c2)OCO3)o1,0.0%,15%,5%,3%,-3.7%,2%,14%,-7%,-0.9%,
O=c1ccc2cc(S(=O)(=O)Nc3ccc(F)cc3)ccc2o1,0.2%,5%,-1%,3%,4.1%,0%,-1%,-4%,0.9%,
CC1CCCCC1NS(=O)(=O)CCNC(=O)c1ccccc1 (centres undefined),-0.1%,x,-7%,4%,x,-2%,3%,x,1.2%,
O=C(CN1C(=O)NC2(CCCCC2)C1=O)NCC(=O)Nc1ccc(F)c(F)c1,1.1%[50 µM],x,0%,12%,x,-7%,10%,x,1.6%,
COC(=O)c1ccc(-c2ccc(/C=N/NC(=O)Cc3nnc(N)s3)o2)cc1,0.3%,-27%,-5%,5%,17%,x,26%,-8%,2.4%,
Cc1ccc(C(=O)NC2CC(C)(C)NC(C)(C)C2)cc1S(=O)(=O)N1CCCCC1,0.2%[50 µM],x,6%,5%,x,-1%,8%,x,-2.5%,
Cn1ncc2c(NNC(=O)c3ccc(Cl)cc3Cl)ncnc21,2.5%[50 µM],-15%,-3%,9%,-1.1%,-10%,10%,-8%,2.3%,
Cc1ccccc1OCC(=O)N(Cc1ccc(N(C)C)cc1)C1CCS(=O)(=O)C1 (centres undefined),-0.4%,-2%,-5%,2%,-0.4%,-13%,3%,-8%,1.4%,NS5 inhibitors pilot replicate=-0.2
Cn1nc(C(C)(C)C)c([N+](=O)[O-])c1C(=O)Nc1ccc(Br)cc1,0.8%,-2%,-1%,2%,1.3%,-19%,8%,-5%,20%,
C=CC[C@]12CCc3sccc3C1N(c1ccc(C(=O)OCC)cc1)C2=O (some centres undefined),0.0%,x,5%,2%,x,x,x,x,4.2%,
CCN1CCN(S(=O)(=O)c2ccc(Cl)c(C(=O)N(CC)CC(=O)Nc3ccc(OC)cc3)c2)CC1,0.1%,12%,-4%,6%,-1.2%,1%,6%,11%,0.7%,
Cc1ccc(O)c(CNn2cnnc2)c1,-0.1%,5%,-10%,2%,1.7%,12%,6%,-7%,-0.3%,
COC(=O)c1ccccc1NC(=O)c1ccc(NS(C)(=O)=O)cc1,0.1%,3%,3%,13%,2.2%,27%,2%,-14%,7.8%,
COc1cc(C(=O)NC(=S)Nc2cccc3nc(C)ccc23)cc(OC)c1OC,-0.7%,-4%,2%,2%,0.2%,-8%,12%,3%,5.8%,
COc1ccc2c(c1)C1NC(=S)NC(C)(O2)C1C(=O)Nc1ccccc1C (centres undefined),0.0%,14%,-4%,11%,-1.4%,-3%,6%,7%,1.1%,
CSc1nc2[nH]c3c(c2c2ncnn12)CCCC3,-0.2%,-13%,1%,17%,-1.4%,-2%,5%,1%,1.1%,

# Quoted at random: 2 entries already listed
SMILES,K1F lysis inhibition,GPR55 antagonists,NS5 inhibitors,MgcRacGAP inhibition,HIV peptide binding,Salmonella PhoP GFP,Large T inhibition,GPR35 antagonists,RSV antiviral HEp-2,others
CC1CCCCC1NS(=O)(=O)CCNC(=O)c1ccccc1 (centres undefined),-0.1%,x,-7%,4%,x,-2%,3%,x,1.2%,
O=C(CCNC(=O)c1ccc([N+](=O)[O-])cc1)Nc1cccc(S(=O)(=O)N2CCOCC2)c1,0.4%[50 µM],x,1%,0%,x,x,x,x,0.2%,

# Returning to the listing; the 4 compounds before the break are reprinted first.
SMILES,K1F lysis inhibition,GPR55 antagonists,NS5 inhibitors,MgcRacGAP inhibition,HIV peptide binding,Salmonella PhoP GFP,Large T inhibition,GPR35 antagonists,RSV antiviral HEp-2,others
COC(=O)c1ccccc1NC(=O)c1ccc(NS(C)(=O)=O)cc1,0.1%,3%,3%,13%,2.2%,27%,2%,-14%,7.8%,
COc1cc(C(=O)NC(=S)Nc2cccc3nc(C)ccc23)cc(OC)c1OC,-0.7%,-4%,2%,2%,0.2%,-8%,12%,3%,5.8%,
COc1ccc2c(c1)C1NC(=S)NC(C)(O2)C1C(=O)Nc1ccccc1C (centres undefined),0.0%,14%,-4%,11%,-1.4%,-3%,6%,7%,1.1%,
CSc1nc2[nH]c3c(c2c2ncnn12)CCCC3,-0.2%,-13%,1%,17%,-1.4%,-2%,5%,1%,1.1%,
Cc1c(C(=O)N2CCN(S(=O)(=O)c3ccc(F)cc3)CC2)oc2ccccc12,0.4%[50 µM],x,-10%,3%,x,-6%,18%,x,3.9%,
CCC[N+]1(CC#CC(O)(c2ccccc2)C2CCCCC2)CCCCC1 (centres undefined),0.4%,-9%,2%,10%,0.5%,-4%,11%,10%,x,
Cc1cc(OCC(=O)OCC(=O)NCC2CCCO2)ccc1Cl (centres undefined),0.3%[50 µM],x,-1%,-2%,x,x,x,x,0.1%,
CCO[C@H]1OC(C(=O)O)=C[C@@H](c2ccc(C(F)(F)F)cc2)[C@@H]1CCCO,5.2%,14%,-5%,7%,3.0%,-4%,2%,5%,-0.4%,
CCOc1ccc(NC(=O)CCNS(=O)(=O)c2ccc(Br)s2)cc1,2.5%,5%,-3%,4%,-1.3%,-9%,4%,-2%,2.0%,
O=C1CC(C(=O)N2CCC(N3CCC(C(=O)NC4CC4)CC3)CC2)c2ccccc21 (centres undefined),0.0%,-8%,-2%,7%,0.8%,-6%,11%,21%,-1.3%,
O=[N+]([O-])c1ccc(SCc2c(F)cccc2Cl)nc1,-0.1%,5%,-6%,-1%,-1.0%,-3%,2%,2%,1.9%,
COc1cccc(C2CC(=O)C3=C(C2)Nc2ccccc2N(C(=O)CCC(=O)O)C3c2ccc(F)cc2)c1 (centres undefined),0.0%,11%,-3%,4%,0.7%,-5%,15%,-8%,-0.6%,
CCOC(=O)c1ccccc1NC(=O)CN(c1ccccc1C)S(C)(=O)=O,0.0%,6%,-6%,2%,1.3%,-6%,0%,18%,0.8%,
COc1ccccc1OCCCCOc1ccccc1C(C)=O,-2.1%,-17%,-5%,-11%,0.9%,4%,4%,-5%,3.8%,
COc1cc2c(cc1C1NC(=S)NC(C)=C1C(N)=O)CCCC2 (centres undefined),0.1%,5%,-3%,6%,-0.2%,5%,-1%,-1%,0.8%,
Cc1ccc(S(=O)(=O)NCC2CCC(C(=O)NCCCOC(C)C)CC2)cc1 (centres undefined),x,15%,x,x,-1.0%,6%,-3%,6%,0.7%,
CC1CCN(c2ccc3nnc(CCC(=O)NC(C)C)n3n2)CC1,0.1%,10%,-4%,1%,-0.2%,-1%,4%,-10%,0.7%,
Cc1ccc(NC(=O)N2CCN(c3ccccn3)CC2)cc1,6.1%,8%,-4%,5%,1.0%,-4%,-2%,2%,0.5%,
CC1CCC(C(=O)c2c(O)c3ccccc3oc2=O)CC1 (centres undefined),-0.7%,-1%,4%,5%,-4.5%,-11%,8%,11%,11%,NS5 inhibitors pilot replicate=-2.1
CC(=O)c1c(C)nn(CC(O)Cn2c3c(c4cc(C)ccc42)CCCC3=O)c1C (centres undefined),3.4%,2%,-7%,8%,6.7%,-3%,6%,-3%,1.8%,
Oc1ccc(N2CCN(c3nc(-c4cccs4)nc4ccccc34)CC2)cc1,0.4%,0%,5%,25%,-0.2%,-7%,15%,-7%,u,
CCOc1ccc(NC(=O)C(c2ccccn2)N(C(=O)CCl)c2ccc(OCC)cc2)cc1 (centres undefined),1.0%[50 µM],5%,8%,-6%,18%,-10%,26%,5%,1.0%,
COc1ccc(/C=N/N=C/c2ccc(OC)cc2)cc1,0.5%[50 µM],5%,-4%,11%,0.2%,2%,2%,-2%,2.1%,
Cc1csc(NC(=O)CSc2nc(=O)cc(N)n2-c2ccc(F)cc2)n1,3.5%,2%,8%,-8%,1.1%,-10%,6%,4%,3.2%,
Cc1cccc2cc(C(c3nnnn3CC3CCCO3)N3CCOCC3)c(=O)[nH]c12 (centres undefined),0.1%,4%,2%,5%,2.6%,-17%,13%,13%,1.4%,
CCOC(=O)c1cccc(N2C(=O)c3ccccc3S2(=O)=O)c1,0.3%,9%,-1%,8%,-2.2%,-10%,12%,2%,-1.4%,NS5 inhibitors pilot replicate=-0.2
CCN(Cc1ccccc1)C(=O)C1CCN(C/C(C)=C/c2ccccc2)CC1,-2.1%,-2%,-7%,14%,9.9%,-15%,5%,5%,0.5%,
S=C(Nc1ccccc1)N1CCN(C/C=C/c2ccccc2)CC1,0.0%,2%,-3%,-4%,0.7%,x,x,-5%,8.1%,
CNC(=S)N1N=C(c2ccccc2)CC1c1ccc(Br)cc1 (centres undefined),1.4%,2%,-9%,-1%,0.3%,-8%,5%,-1%,u,NS5 inhibitors pilot replicate=4.7
CCOC(=O)Cn1c(C)c(Br)c(=O)c2cccc(C)c21,6.3%,-5%,-13%,7%,19%,17%,5%,-4%,2.7%,
